TSG101-PTAP inh = blocks PTAP/TSG101 interaction to inhibit HIV-1 budding. Q99816. Fluorescence polarization, FITC-PTAP peptide / Tsg101 binding. Potency, µM (top dose mostly 115 µM), for the others: top-dose activity change, negative = inhibition, hits mostly inhibitors. 340,000 tested, under 10 active; active = well fitted inhibition curve with a large enough effect in the main read-out, with a control signal flat, not every such curve was filed as active; inconclusive = small, poorly fitted or top-dose-only effect, or effect the other way, or a change in a side signal; inactive = no such curve, though single readings can be large or run the other way; note: potency is the fitted concentration of half-maximal effect; % of control where 0% means no effect
Target sequence (Q99816 whole entry, looked up): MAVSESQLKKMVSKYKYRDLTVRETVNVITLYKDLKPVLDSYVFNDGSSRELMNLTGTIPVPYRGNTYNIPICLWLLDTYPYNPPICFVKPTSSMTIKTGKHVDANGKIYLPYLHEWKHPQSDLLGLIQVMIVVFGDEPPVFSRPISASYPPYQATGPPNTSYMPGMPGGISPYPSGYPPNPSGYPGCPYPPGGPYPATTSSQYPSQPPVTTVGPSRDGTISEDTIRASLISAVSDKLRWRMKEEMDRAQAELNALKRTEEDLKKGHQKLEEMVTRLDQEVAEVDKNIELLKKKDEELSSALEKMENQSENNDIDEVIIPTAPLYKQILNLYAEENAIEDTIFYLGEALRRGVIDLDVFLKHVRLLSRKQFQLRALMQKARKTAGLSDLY
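Tsg101 binding domain (10 uM final) was mixed with compound and a FITC-labeled PTAP peptide (50 nM final) in HEPES pH 7.5 buffer with NaCl, Tween 20, EDTA and TCEP; fluorescence polarization was read after 20 min at r.t.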
ASM inhibitor = human S-ASM enzyme inhibition; AID 504937; P17405; hit rate 0.006% among 340,000; Potency, µM (doses to about 57.5 µM), for the others: at the highest dose activity change, negative = inhibition, usual class: inhibitors; placental ASM, HMU-PC fluorogenic substrate, 60 min; note: potency is the fitted concentration of half-maximal effect
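Fluorogenic HMU-PC substrate (9 uM final) is turned over by placental ASM in 60 min at 37 C after a 10 min compound preincubation. Reaction ended by alkaline stop (pH 10), with fluorescence read at 386/447 nm.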
TSHR antag = antagonists of human thyroid stimulating hormone receptor; P16473; TSHR-expressing cells, TSH-stimulated cAMP HTRF, 2 h; stronger effect = lower value; activity change, negative = inhibition, % at 11.5 µM; hit rate 0.2% among 330,000; AID 504810;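 active = activity change below a set negative limit, meaning inhibition stronger than a set level, cut at about -70% in these data; inconclusive = activity change between two set negative limits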; note: % is set by controls: 0 for no effect and ±100 for the full control effect
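TSHR-expressing cells, 200/well, pre-treated with compound, then stimulated with EC80 TSH (4nM final) for 2 hours at 37 deg C. cAMP measured by competitive HTRF: anti-cAMP cryptate antibody in lysis buffer plus cAMP-d2, read after 30 minutes at room temperature.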
Mito fusion yeast = inhibitors of mitochondrial division or activators of mitochondrial fusion; hit rate 0.23% among 320,000; S. cerevisiae fusion-defective mutant growth rescue, CellTiterGlo 48 h; Potency, µM (top dose mostly 46.1 µM), for inactives: at the top dose growth rescue (activation), hits mostly activators; AID 485298;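 note: potency is the fitted concentration of half-maximal effect; % of control where 0% means no effect; nearly all actives have a fitted effect of over 45% in size; temperature-sensitive fusion mutants such as fzo1-1 at 37 °C on non-fermentable ethanol glycerol medium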
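Temperature-sensitive fusion-defective S. cerevisiae (e.g. fzo1-1, mgm1-5) were grown with compound in YPEG medium (3% ethanol, 3% glycerol) for 48 hours at 37C. Growth rescue was measured as viability by CellTiterGlo luminescence after 10 minutes at ambient.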
AT treatment = potential ataxia-telangiectasia treatments restoring KAP-1 phosphorylation | […] A-T fibroblasts, KAP-1 phosphorylation AlphaLISA; neocarzinostatin DNA damage 30 min before lysis | Potency, µM (highest dose often 57.5 µM), for inactives: at the highest dose activation, actives largely listed as activators | hit rate 0.19% among 320,000; note: potency is the fitted concentration of half-maximal effect; % of control where 0% means no effect; nearly all actives have a fitted effect of over 45% in size
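hTERT-immortalized A-T patient fibroblasts ([…]), 500 cells/well in OPTI-MEM, 1% FBS, got compounds for 60 min, then NCS for 30 min at 37C. Lysates were then assayed for phospho-KAP-1 by AlphaLISA (anti-pKAP1 donor, anti-KAP1 acceptor beads), 6 hr at 25C.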
Integrin act MD = activates integrin-mediated alleviation for muscular dystrophy. alpha7betagal myoblasts, beta-gal FDG fluorescence, 48 h. Potency, µM (highest dose often 38.3 µM), without a hit: at the top dose activation, usual class: activators. hit rate 0.064% among 350,000;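 note: potency is the fitted concentration of half-maximal effect; 100% = response of the positive control SU9516; nearly all actives have a fitted effect of over 60% in size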
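alpha7betagal+/- myoblasts (passage 13, 250/well) treated 48 h at 37C with compounds at 1:260 dilution of DMSO stock. Lysed, then beta-galactosidase activity read as FDG fluorescence (ex 480/em 540) after 30 min, with pre-read for autofluorescence.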
CXXC DNA block = inhibitors of human MLL CXXC domain-DNA interaction | Q03164 | MLL-CXXC / FITC-HOXA9 DNA fluorescence polarization | Potency, µM (doses to about 115 µM), without a hit: at the highest dose activity change, negative = inhibition, hits mostly inhibitors | hit rate 0.037% among 290,000; active = well fitted inhibition curve with a large enough effect in the polarisation, with a control signal flat, not every such curve was filed as active; inconclusive = small, poorly fitted or top-dose-only effect, or effect the other way, or a change in a side signal; inactive = no such curve, though single readings can be large or run the other way; the % refers to the polarisation; note: potency is the fitted concentration of half-maximal effect
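Fluorescence polarization: 7 uM MLL-CXXC (stock) preincubated 5 min with compounds, then 50 nM fluorescein-HOX-A9 DNA (stock) added; 30 min ambient. Buffer 50 mM Tris-HCl pH 7.5, 50 mM NaCl, 1 mM DTT, 0.05% BSA.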
MBNL1-CUG inh = inhibitors of human MBNL1 binding to CUG repeat RNA; Q9NR56; TR-FRET MBNL1-His/biotin-(CUG)12 binding, 665/545 ratio; Potency, µM (series often up to 57.5 µM), for inactives: at the highest dose activity change, negative = inhibition, usual class: inhibitors; hit rate 0.036% among 280,000; AID 2675; active = well fitted inhibition curve with a large enough effect in the signal ratio, with a control signal flat, not every such curve was filed as active; inconclusive = small, poorly fitted or top-dose-only effect, or effect the other way, or a change in a side signal; inactive = no such curve, though single readings can be large or run the other way; the % refers to the signal ratio; note: potency is the fitted concentration of half-maximal effect; % is set by controls: 0 for no effect and ±100 for the full control effect
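TR-FRET readout: Ex 340 nm, 665/545 nm emission ratio, normalized to buffer-only (basal) and MBNL1-(CUG)12 controls. Complex of MBNL1-His with Biotin-(CUG)12, compounds 92 nM–58 uM, incubated 60 min at room temperature.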
Menin-MLL TR inh = menin-MLL binding inhibition, Texas Red mutant peptide. Potency, µM (doses to about 61.6 µM), for inactives: at the highest dose FP activity change, negative = inhibition, hits mostly inhibitors. hit rate 0.23% among 270,000. Menin + Texas Red MLL mutant peptide, fluorescence polarization. O00255. AID 1768; active = well fitted inhibition curve with a large enough effect in the polarisation, with a control signal flat, not every such curve was filed as active; inconclusive = small, poorly fitted or top-dose-only effect, or effect the other way, or a change in a side signal; inactive = no such curve, though single readings can be large or run the other way; the % refers to the polarisation; note: potency is the fitted concentration of half-maximal effect; % of control where 0% means no effect; many of its hits are not listed in these tables
Target sequence (O00255 whole entry, looked up): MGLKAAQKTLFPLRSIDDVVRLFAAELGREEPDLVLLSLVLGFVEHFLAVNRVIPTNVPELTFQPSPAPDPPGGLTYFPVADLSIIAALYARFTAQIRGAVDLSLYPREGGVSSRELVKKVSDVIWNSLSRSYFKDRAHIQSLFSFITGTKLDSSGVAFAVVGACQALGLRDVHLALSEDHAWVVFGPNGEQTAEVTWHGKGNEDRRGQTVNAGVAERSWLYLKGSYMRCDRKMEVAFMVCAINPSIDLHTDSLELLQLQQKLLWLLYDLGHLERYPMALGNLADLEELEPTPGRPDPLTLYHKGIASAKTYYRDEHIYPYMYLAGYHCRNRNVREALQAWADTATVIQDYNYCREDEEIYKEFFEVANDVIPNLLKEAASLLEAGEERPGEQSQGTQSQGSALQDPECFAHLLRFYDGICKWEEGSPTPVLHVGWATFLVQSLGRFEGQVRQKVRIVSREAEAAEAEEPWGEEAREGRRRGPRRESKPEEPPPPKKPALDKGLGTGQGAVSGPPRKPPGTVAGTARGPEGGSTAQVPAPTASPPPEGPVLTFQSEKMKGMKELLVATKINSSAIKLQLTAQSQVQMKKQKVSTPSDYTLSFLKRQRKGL
TCR activator = activators of T cell receptors; primary human leukocytes, anti-CD3, IL-2 HTRF, 48 h; Potency, µM (titrated, usually from 9.22 µM), without a hit: at the highest dose activation of IL-2 secretion, most hits filed as activators; 330,000 tested, under 10 active; note: % of control where 0% means no effect
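IL-2 release read by HTRF sandwich (Eu cryptate donor, d2 acceptor, 665 nm emission) after 48 hr exposure of primary human leukocytes to compound together with anti-CD3 beads in the absence of co-stimulatory signals.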
* = called active by the depositor; i = inactive; ? = inconclusive; · = not tested or not shown; [ ] = remark or other dose. Unless noted, calls come from the whole dose curve; as a rule, active = well fitted curve in the direction sought with a large enough effect; inconclusive = small, poorly fitted or top-dose-only effect, or another doubt; inactive = no such curve, though single readings can be large; an effect the other way counts as inactive or inconclusive. A portion of the library; rates above refer to the full screens.

A first look, two compounds:
Results follow in this order: TSG101-PTAP inh	ASM inhibitor	TSHR antag	Mito fusion yeast	AT treatment	Integrin act MD	CXXC DNA block	MBNL1-CUG inh	Menin-MLL TR inh	TCR activator
CC1CCN(C(=O)COC(=O)c2cc(S(=O)(=O)N3CCOCC3)ccc2Cl)CC1
 : -5%	-3%	12	9%	-2%	-11%	·	·	·	-2%
CC(C)Cc1ccc(C(C)NC(=O)c2ccc(=O)[nH]c2)cc1 (stereo not drawn)
 : -8%	-1%	-10	-8%	0%	0%	-6%	-3%	-19%	4%

All compounds of this part, from the start:
Results follow in this order: TSG101-PTAP inh	ASM inhibitor	TSHR antag	Mito fusion yeast	AT treatment	Integrin act MD	CXXC DNA block	MBNL1-CUG inh	Menin-MLL TR inh	TCR activator
CC1CCN(C(=O)COC(=O)c2cc(S(=O)(=O)N3CCOCC3)ccc2Cl)CC1
 : -5%	-3%	12	9%	-2%	-11%	·	·	·	-2%
CC(C)Cc1ccc(C(C)NC(=O)c2ccc(=O)[nH]c2)cc1 (stereo not drawn)
 : -8%	-1%	-10	-8%	0%	0%	-6%	-3%	-19%	4%
Cc1ccccc1CNC(=O)c1cc(COc2ccc(F)cc2F)on1
 : -1%	-2%	-16	9%	2%	57%	2%	-11%	24%	0%
Cc1c(C(=O)N2CCN(c3ccc(F)cc3)CC2)sc2nc(-c3ccccc3)cn12
 : 1%	?	0	2%	-1%	7%	-5%	-2%	-9%	2%
CN(CC(=O)Nc1ccc(Cl)cc1)CC(=O)Nc1ccc(C(N)=O)cc1
 : -5%	-1%	6	-6%	1%	-19%	2%	5%	10%	-83%
CCOC(=O)CSc1nnc(CSc2nc3sc4c(c3c(=O)[nH]2)CCCC4)n1-c1ccccc1
 : 0%	-21%	11	-1%	0%	8%	-17%	-9%	-11%	9%
N#C/C=C1\n2c(nc3ccccc32)OC12CCCCC2
 : -7%	2%	-6	3%	·	-12%	-8%	-6%	-2%	5%
CCN1C(=O)c2cccc3c(NS(=O)(=O)c4ccc(NC(C)=O)cc4)ccc1c23
 : -5%	-7%	-17	2%	2%	-3%[7.66 µM]	-2%	?	16%	-5%
Oc1ccc(Br)cc1/C=N/N1CCN(Cc2cccc3ccccc23)CC1
 : -1%	-2%	0	3%	10%	-17%	2%	-14%	·	3%
Cc1ccc(S(=O)(=O)Nc2cc(Cl)c(O)c3ncccc23)cc1
 : -2%	-1%	-8	0%	-6%	-49%[inhibitor]	?	30%[activator]	?	·
COc1ccc(CCN2C(=O)C(Oc3ccccc3)C2c2ccc3c(c2)OCO3)cc1 (stereo not drawn)
 : -1%	3%	15	-2%	0%	3%	19%	-25%	-23%	1%[46.1 µM]
COc1ccccc1CN(C)C(=O)CN1CCN(CC(=O)Nc2ccccc2Cl)CC1
 : -6%	1%	-6	5%	12%	-29%	·	·	·	1%
COc1cc(C2C(N3C(=O)c4ccccc4C3=O)C(=O)N2c2ccc(C)c(C)c2)cc(OC)c1OC (stereo not drawn)
 : -8%	-5%	-1	4%	-6%	5%	6%	·	0%	-7%
O=C(/C=C/c1cccc([N+](=O)[O-])c1)Nn1c(-c2ccccc2F)nc2ccccc2c1=O
 : 0%	-3%	110	1%	-3%	-3%	11%	?	6%	?
COCC(CN1CCN(C2=NS(=O)(=O)c3ccccc32)CC1)OC(=O)c1ccccc1 (stereo not drawn)
 : -4%	-17%	-7	1%	-6%	1%	-2%	-9%	-17%	3%
COc1ccc2c(C(=O)CN3CC(C)OC(C)C3)c[nH]c2c1 (stereo not drawn)
 : -5%	3%	-21	-5%	0%	5%	7%	4%	4%	3%
COc1cc(/C=N/Nc2nnc3c(n2)[nH]c2ccccc23)ccc1O
 : -3%	-1%	-10	-2%	2%	-1%	-1%	-21%	25%	4%[46.1 µM]
Cc1ccc(C(=O)N2CCN(C/C=C/c3ccccc3)CC2)cc1S(=O)(=O)N1CCOCC1
 : -4%	1%	·	·	·	-19%	·	·	·	2%
COc1ccc(NC(=O)CCC(=O)c2cccs2)cc1S(=O)(=O)Nc1ccccc1Cl
 : -4%	-10%	20	0%	·	0%	-16%	·	5%	3%[46.1 µM]
O=C(O)CCC(=O)N1CN2CN(C(=O)CCC(=O)O)CC([N+](=O)[O-])(C2)C1
 : -11%	1%	8	0%	3%	?	7%	·	·	-1%
CC(/C=N/n1c(-c2ccccc2)n[nH]c1=S)=C\c1ccco1
 : -3%	-11%	-18	15%	-4%	7%	11%	8%	26%	3%
CN1CCN(c2cc3c(c4c2[nH]c2ccccc24)C(=O)CC(C)(C)C3)CC1
 : -3%	i	21	10%	27%	-55%[inhibitor]	8%	15%	13%	-1%
Cc1ccc(C)c(OCCC(=O)OCC(=O)c2c(N)n(C)c(=O)n(C)c2=O)c1
 : -9%	-1%	11	-3%	7%	-6%	·	·	·	0%
Cc1snc(SCC(=O)c2ccc(Cl)cc2)c1C#N
 : -3%	0%	-18	25%	5%	-6%	9%	-8%	?	4%
CC(=O)NC(Cc1ccc(F)cc1)C(=O)NC1CCN(c2ncccc2[N+](=O)[O-])CC1 (stereo not drawn)
 : -12%	-5%	3	-9%	-3%	-42%	13%	?	2%	2%
NC(=O)CN(c1ccc(Oc2ccccc2)cc1)S(=O)(=O)c1ccccc1
 : -3%	-2%	-6	4%	3%	-6%	6%	-3%	·	1%
CCCOc1ccc(C(NC(=O)CC(C)C)NC(=O)CC(C)C)cc1OC
 : 0%	0%	-2	-1%	-6%	8%	3%	-6%	5%	-2%[46.1 µM]
CCOC(=O)c1csc(N)n1
 : 0%	-1%	-17	2%	1%	-17%	-4%	8%	?	1%
Cc1[nH]c(C(=O)O)c(C#N)c1C(=O)c1ccccc1
 : -2%	7%	-4	7%	-16%	6%	-5%	-10%	-7%	-4%
Cn1nnnc1SCC(=O)Nc1ccc(S(=O)(=O)N2CCOCC2)cc1
 : -7%	3%	-1	7%	3%	7%	-3%	·	·	8%
O=C(Nc1ccccn1)c1nc(-c2ccccc2)n(-c2ccccc2)n1
 : -3%	-2%	?	1%	·	-17%	-13%	-5%	-27%	-2%[46.1 µM]
Cc1cccc(NCC(=O)c2c(N)n(C)c(=O)n(C)c2=O)c1C
 : -1%	2%	-1	1%	-1%	-16%	-7%	11%	18%	5%
O=C(CCN1C(=O)/C(=C\c2ccccc2)SC1=S)N1CCOCC1
 : -4%	-26%	-5	-3%	6%	-48%[inhibitor]	-4%	?	5%	6%
CCOC(=O)c1c(NC(=O)Cc2cccs2)sc(C)c1C
 : -4%	-17%	-14	11%	5%	-8%	5%	9%	19%	-8%
O=C(O)C1CCC(N2C(=O)c3cccc([N+](=O)[O-])c3C2=O)CC1 (stereo not drawn)
 : -2%	3%	-10	-1%	-7%	12%	-13%	?	38%[activator]	·
O=P(Cc1ccccc1)(Cc1ccccc1)c1ccccc1
 : -1%	-1%	·	·	·	22%	·	·	·	19%
COc1cc(CCC(=O)OCC(=O)NC2CCCC(C)C2C)cc(OC)c1OC (stereo not drawn)
 : -1%	2%	3	-4%	0%	-16%	-2%	4%	-7%	-2%
C[C@H](CO)N1C[C@H](C)[C@@H](CN(C)C(=O)Nc2ccc(C(F)(F)F)cc2)Oc2c(NS(=O)(=O)c3ccc(F)cc3)cccc2C1=O
 : 2%	-21%	-15	·	4%	-2%	·	·	·	-6%
CCn1ccnc1CN(C)Cc1nc(Cc2cccc(C(F)(F)F)c2)no1
 : 0%	3%	7	-8%	3%	17%	-4%	-4%	?	2%
COc1ccnc(Oc2ccc3ccccc3c2)c1C#N
 : -3%	-6%	46	4%	10%	9%	11%	-11%	?	1%

Screening data deposited in PubChem by National Center for Advancing Translational Sciences (NCATS).
